TRPC4 inh = blocks the mouse TRPC4 cation channel. Q9QUQ5. HEK293 TRPC4beta/mu-opioid, DAMGO-evoked Fluo4 calcium flux; hits give low values. B-score at 10 µM. 300,000 compounds, 0.39% hits. AID 2247;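 active = B-score over 3 SD under the library average, no early fluorescence shift, positive overall ratio signal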
Target sequence (Q9QUQ5 whole entry, looked up): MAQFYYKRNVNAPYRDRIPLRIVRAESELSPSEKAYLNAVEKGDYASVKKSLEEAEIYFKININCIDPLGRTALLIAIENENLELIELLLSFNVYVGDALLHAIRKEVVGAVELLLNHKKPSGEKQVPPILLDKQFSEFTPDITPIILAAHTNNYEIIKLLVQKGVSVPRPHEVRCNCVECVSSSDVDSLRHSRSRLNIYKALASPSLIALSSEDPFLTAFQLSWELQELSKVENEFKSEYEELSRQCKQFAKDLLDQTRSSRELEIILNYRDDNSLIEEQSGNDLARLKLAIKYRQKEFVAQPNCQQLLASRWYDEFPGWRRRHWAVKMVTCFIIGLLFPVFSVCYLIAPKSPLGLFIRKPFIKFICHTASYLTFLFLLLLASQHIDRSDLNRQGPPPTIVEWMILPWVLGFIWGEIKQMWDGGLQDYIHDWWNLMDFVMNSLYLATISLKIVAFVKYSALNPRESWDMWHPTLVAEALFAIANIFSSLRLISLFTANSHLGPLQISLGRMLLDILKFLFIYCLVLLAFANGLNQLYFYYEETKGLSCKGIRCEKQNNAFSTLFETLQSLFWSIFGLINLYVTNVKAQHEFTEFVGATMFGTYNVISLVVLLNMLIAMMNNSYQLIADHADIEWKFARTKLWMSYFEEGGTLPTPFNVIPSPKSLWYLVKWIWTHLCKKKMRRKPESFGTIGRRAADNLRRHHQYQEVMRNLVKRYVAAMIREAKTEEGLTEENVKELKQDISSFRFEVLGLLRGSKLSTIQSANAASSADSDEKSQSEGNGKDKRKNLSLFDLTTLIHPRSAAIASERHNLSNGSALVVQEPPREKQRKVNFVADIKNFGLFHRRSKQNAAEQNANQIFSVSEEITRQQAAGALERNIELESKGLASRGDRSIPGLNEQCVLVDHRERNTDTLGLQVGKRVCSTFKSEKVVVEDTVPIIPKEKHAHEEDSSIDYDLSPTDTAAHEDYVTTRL
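Assay system: HEK293 cells with stable TRPC4beta plus mu-opioid receptor expression; Probe or stimulus: DAMGO in two steps, submaximal then maximal; Dosing: single-point compound dosing; Measured by: Fluo4 calcium-dye fluorescence, kinetic read; Read-out basis: B score from integrated Fluo4 fluorescence ratio.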
PolyA inhibitor = blocks polyadenylation in yeast reporter cells; S. cerevisiae SKY197-pL101 polyadenylation reporter, beta-gal luminescence; efflux-impaired pdr1/pdr3 knockout yeast; score 100 = 6 SD above DMSO; calls only at 12 µM; 300,000 compounds, 0.02% hits; AID 1875;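 active = lowest replicate activity score at least 50, where 100 means six control SD above control mean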;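 also: yeast exposed to compound for 9 h at 30 °C; higher score means more reporter readthrough which indicates perturbed polyadenylation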
KCNK3 block = human KCNK3 channel inhibition, primary screen; CHO-KCNK3 thallium flux, FluxOR fluorescence; hits give low values; B-score at 10 µM; 340,000 compounds, 0.84% hits; AID 602410;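 active = B-score under library mean minus 4 SD, starting fluorescence ratio at most library mean plus 5 SD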;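 also: more negative B-score means stronger inhibition of thallium flux through KCNK3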
TRPC4 potent = TRPC4 (mouse) allosteric potentiation | Q9QUQ5 | HEK293 TRPC4beta/mu-opioid, DAMGO EC20, Fluo-4 Ca2+ flux; hits give high values | B-score at 10 µM | 310,000 compounds, 0.42% hits;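 active = B-score of calcium response area above 5 SD of library B-scores, with initial fluorescence ratio within 5 SD of library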;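 also: B-score of integrated fluorescence ratio over time as area under calcium response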
hERG protect = shields human hERG channel from block by proarrhythmic agents. activation (rescue from dofetilide block), less the hit threshold, % at 10 µM. Q12809. 310,000 compounds, 0.51% hits. CHO-hERG, FluxOR thallium flux, dofetilide IC70 present;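 active = activation above the mean of controls blocked by dofetilide plus 5 SD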;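 also: thallium influx through hERG after potassium depolarization seen as dye fluorescence rise; in these data hits start at about 4.7%; inactives centre near -7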
KCNK9 inh = inhibitors of human KCNK9 two-pore domain potassium channel | 310,000 compounds, 1.2% hits | HEK293 KCNK9, FluxOR thallium flux fluorescence; hits give low values | Q9NPC2 | B-score at 10 µM;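 active = ratio B-score over 3 SD below the library mean, with starting fluorescence within 5 SD of its mean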;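 also: negative B-score means less thallium flux so channel inhibition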
KCNQ1 pot = potentiators or activators of human KCNQ1 potassium channel | B-score at 10 µM | CHO-K1 KCNQ1, thallium flux FluxOR fluorescence; hits give high values | AID 2648 | 310,000 compounds, 0.35% hits;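 active = fluorescence ratio B-score, a plate-corrected score, at least three library SD, with initial intensity B-score within 5 SD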
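assay system = CHO-K1 cells stably expressing KCNQ1 | medium = assay buffer, equal DMSO in all wells | timing = 37 °C overnight plating, 90-min dark dye load, 20-min compound pretreatment | measured by = kinetic FluxOR thallium fluorescence, 10-s 1-Hz baseline, 110-s post-stimulus read | measure = fluorescence change relative to baseline, converted to B score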
Platelet DG rel = platelet dense granule release activity | human platelet-rich plasma, SFLLRN dense granule ATP release, luminescence | inhibition, %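 (compounds screened at 7.5 µM in platelet-rich plasma)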 | 300,000 compounds, 0.22% hits | AID 1663;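 active = mean replicate score, as percent of positive control, at or above 50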
TRPC4 agonist = TRPC4 (mouse) channel activation; HEK293 TRPC4beta/mu-opioid, Fluo4 calcium fluorescence; hits give high values; B-score at 10 µM; 310,000 compounds, 0.49% hits; AID 2237;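 active = B-score above 5 SD of library B-scores, and initial fluorescence ratio not above library mean plus 5 SD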;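 also: positive B-score marks a calcium rise read as TRPC4 activation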
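Assay system: HEK293 stable line with TRPC4beta plus mu-opioid receptor; schedule: 45 min room-temperature Fluo4 loading, 110 s read; technique: kinetic Fluo4 calcium fluorescence; evaluation: integrated baseline-normalised fluorescence ratio, converted to per-well B score; controls: buffer (low) and maximal DAMGO (high)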
KCNQ1 inh = human KCNQ1 channel inhibition; B-score at 10 µM; CHO-K1 KCNQ1, FluxOR thallium flux fluorescence; hits give high values; 310,000 compounds, 1.3% hits; P51787;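 active = compounds whose thallium flux B-score, printed positive for inhibition, exceeds three library SD while starting fluorescence stays within three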;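 also: channel opened by potassium depolarization with thallium stimulus after 20 min compound exposure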
Dyrk1A ADPGlo = blocks rat Dyrk1A kinase activity; Q63470; 310,000 compounds, 0.43% hits; AID 504441; inhibition, % at 12.5 µM; ADP-Glo luminescence, NFATc1 peptide; in the data active = inhibition above about 50%;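 also: plate controls were vehicle with enzyme for no effect and no enzyme for full effect; many of its hits are not listed in these tables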
* = called active by the depositor; i = inactive; x = no result given. These rows are one share of the data, so the mix of outcomes need not match the whole.

SMILES	TRPC4 inh	PolyA inhibitor	KCNK3 block	TRPC4 potent	hERG protect	KCNK9 inh	KCNQ1 pot	Platelet DG rel	TRPC4 agonist	KCNQ1 inh	Dyrk1A ADPGlo
Cc1nnc(SCC(=O)Nc2nsc(-c3ccc(Cl)cc3)n2)s1	i	i	i	i	-14	i	i	-2	i	i	-2
CC[N+]1(C)CCC(=C2c3ccccc3CC(=O)c3sccc32)CC1 (stereo not given)	i	i	i	i	-3	i	i	23	i	i	4
CC(CCc1ccco1)NC(=O)CSc1cc(=O)n(C)c2ccccc12 (stereo not given)	i	i	i	i	-5	i	i	2	i	i	-2
CC(c1ccc(Cl)cc1)n1c(-c2ccc3ccccc3n2)n[nH]c1=S (stereo not given)	i	i	i	i	-9	i	i	-4	i	i	2
COc1ccccc1CNC(=O)C1CCC(CNS(=O)(=O)c2ccccc2)CC1 (stereo not given)	i	i	i	i	-2	i	i	4	i	i	-1
CCOC(=O)CSC1=C(C#N)C(c2ccccc2F)C(C(C)=O)=C(C)N1 (stereo not given)	i	i	i	i	-9	i	i	-4	i	i	-3
COc1ccc(N2C(=O)CC(c3ccc(OC(C)C)cc3)C2=O)cc1 (stereo not given)	i	i	i	i	-7	i	i	-21	i	i	0
COc1ccc(CCNC(=O)Cc2c(Cl)cccc2Cl)cc1	i	i	i	i	-7	i	i	23	i	i	-2
O=C(CSc1nc2ccccc2s1)N1c2ccccc2Sc2ccc(C(F)(F)F)cc21	i	i	i	i	-10	i	i	0	i	i	-2
COc1ccc(C(=O)O)cc1NCc1cccnc1	i	i	i	i	-4	i	i	0	i	i	0
Brc1ccsc1/C=N/Nc1ccccc1	i	i	i	i	-4	i	i	5	i	i	-1
O=C(CSc1nncs1)Nc1ccc2c(c1)OCO2	i	i	i	i	-4	i	i	0	i	i	0
Cc1cccc(-n2c(Cc3cc(=O)[nH]c(=O)[nH]3)nnc2SCC(=O)Nc2cccc(C(F)(F)F)c2)c1	i	i	i	i	-8	i	i	-2	i	i	4
S=C(Nc1cccc(Cl)c1)NC1CC2CCCC(C1)N2C1CCCC1 (stereo not given)	i	i	i	i	-12	i	i	-3	i	i	0
O=C(NC1CCCCC1)N1CCSC1=Nc1ccccc1	i	i	i	i	-20	i	i	-5	i	10*	3
CCCn1c(=S)[nH]c2cc(C(=O)N(CCO)Cc3ccccc3)ccc2c1=O	i	i	i	i	-13	i	i	1	i	i	3
NS(=O)(=O)c1ccc(CCNc2ccc(C(F)(F)F)cn2)cc1	i	i	i	i	-5	i	i	-1	i	i	8
CCOC(=O)c1c(NC(=O)CSc2nnc(C)c(=O)[nH]2)sc2c1CCCC2	i	i	i	i	-8	i	i	-1	i	i	0
CCc1ccc(OCCNC(=O)c2ccccc2SCc2ccccc2)cc1	i	i	i	i	-7	i	i	-3	i	7*	-1
C=CCn1c(O)c(C2=c3ccccc3=NC2=O)s/c1=N/c1nccs1	i	i	i	i	-6	i	i	1	i	i	-2
CCN(CC)CCn1c2ccccc2c2cnc(N)c(C#N)c21	-6*	i	i	i	-8	i	i	7	i	i	22
COC(=O)CSc1nc(N)c(C#N)c(-c2ccc(O)cc2)c1C#N	i	i	i	i	-5	i	i	-1	i	i	8
Cc1cccc(C)c1NC1=NC2(CCCCC2)N=C(N)N1	i	i	i	i	-16	i	i	-3	i	i	-6
COc1ccc(N2CCN(S(=O)(=O)CCNC(=O)C3CC3)CC2)cc1	i	i	i	i	-13	i	i	3	i	i	-18
Cc1ccc(S(=O)(=O)N2CCOCC2)cc1NC(=O)COC(=O)c1cccnc1Cl	i	i	i	i	35*	i	i	8	i	i	-5
Cc1cc(C)cc(OCC(=O)OCCN2C(=O)c3ccccc3C2=O)c1	i	i	i	i	-10	i	i	0	i	i	-2
COc1ccc(CCC(=O)NNC(=S)Nc2cccc(C(C)=O)c2)cc1	i	i	i	i	-3	i	i	6	i	i	1
CSCC[C@H](NC(=O)OC(C)(C)C)C(=O)NCC1CCC(C(=O)O)CC1 (stereo not given in full)	i	i	i	i	-9	i	i	-5	i	i	2
COc1ccc(C(=O)Nc2ccnc(-c3cccnc3)n2)cc1	i	i	i	i	-11	i	i	-3	i	i	31
COC(=O)Cc1cc(=O)n(-c2ccccc2)[nH]1	i	i	i	i	-8	i	i	11	i	i	-4
CCOc1ccc(C(=O)n2cc(C(=O)OC)c3ccccc32)cc1	i	i	-10*	i	-3	i	i	0	i	i	-2
COc1ccc(C(=O)NCC(=O)OCC(=O)c2ccc3c(c2)NC(=O)CO3)cc1	i	i	i	i	-9	i	i	11	i	i	-8
CCCN(CCC)S(=O)(=O)c1ccc(C(=O)N2CCN(C)CC2)cc1	i	i	i	i	-2	i	i	3	i	i	-4
CCOC(=O)c1[nH]cnc1C(=O)Nc1cccc(Cl)c1	i	i	i	i	-9	i	i	6	i	i	5
C/C(=N\OCC(=O)N/N=C/c1ccccc1)c1cccs1	i	i	i	i	-7	i	i	12	i	i	-3
Cc1ccc(S(=O)(=O)NCc2ccccc2)cc1C(=O)NCC1CCCO1 (stereo not given)	i	i	i	i	-15	i	i	5	i	i	12
CC1=NN(c2cccc(F)c2)C(=O)/C1=C/c1ccc(N(C)C)cc1	i	i	i	i	-2	i	i	x	i	i	-6
COc1ccccc1C(CC(=O)O)c1ccc2c(c1)OCO2 (stereo not given)	i	i	i	i	-5	i	i	1	i	i	7
O=C(/C=C/Nc1ccccc1Oc1ccccc1)c1ccco1	i	i	-13*	i	-12	-17*	i	1	i	i	3
Cc1ccc(NC(=O)CSc2nc3sc(C)cc3c(=O)n2C)cc1	i	i	i	i	-3	i	i	-14	i	i	-5
CCN(CC)CCSc1nc(O)c(-c2ccccc2)c(=O)[nH]1	i	i	i	i	-13	i	i	2	i	i	4
Cc1ccc2nc(SCC(=O)Nc3c(C)n(C)n(-c4ccccc4)c3=O)[nH]c2c1	i	i	i	i	-6	i	i	14	i	i	9
Cc1cc(C(=O)NCc2ccco2)cs1	i	i	i	i	-9	i	i	4	i	i	0
CCOC(=O)C1CCN(C(=O)CCc2ccc(S(=O)(=O)NC(C)C)cc2)CC1	i	i	i	i	-6	i	i	0	i	i	x
COc1cc2c(cc1OC)C(COc1ccccc1OC)N(C(=O)c1ccco1)CC2 (stereo not given)	i	i	i	i	-27	i	i	-6	i	i	x
COCCCn1cnc2c(c1=O)c1nc3ccccc3nc1n2-c1ccc(C)cc1	i	i	i	i	-6	i	i	16	i	i	5
CC(C)(C)OC(=O)NNC(=S)NCc1ccc(Cl)cc1	i	i	i	i	-3	i	i	-3	i	i	4
CC(=O)OC(C)(C)C1Cc2cc3ccc(=O)oc3cc2O1 (stereo not given)	i	i	i	i	-4	i	i	2	i	i	-9
Cc1ccc(CNS(=O)(=O)c2ccc(C(C)(C)C)cc2)n1C	i	i	i	i	-12	i	i	0	i	i	-9
O=C(N/N=C/c1ccncc1)c1cccc([N+](=O)[O-])c1	i	i	x	i	-3	i	i	9	i	i	x
C=CCn1c(SCc2nc3ccccc3[nH]2)nnc1-c1cccc(OC)c1	i	i	i	i	-8	i	i	11	i	i	-2
CS(=O)(=O)c1ccc(Cl)c(NC(=O)COC(=O)c2ncc(Cl)c(Cl)c2Cl)c1	i	i	i	i	-19	i	i	-2	i	i	9
Cc1c(O)ccc2c3c(c(=O)oc12)CCC(C)C3 (stereo not given)	i	i	i	i	-1	i	i	-1	i	i	15
CCN(Cc1ccncc1)C(=O)C1CCC(=O)N(Cc2ccc(Cl)cc2)C1 (stereo not given)	i	i	i	i	-8	i	i	1	i	i	-12
C=CCN(C(=O)CCC(=O)O)C1CC(=O)N(c2ccc(OCCC)cc2)C1=O (stereo not given)	i	i	i	i	-12	i	i	-2	i	i	-1
Cc1[nH]c(=O)[nH]c(=O)c1S(=O)(=O)N1CCCC(C(=O)NCc2ccc3c(c2)OCO3)C1 (stereo not given)	i	i	i	i	-9	i	i	6	i	i	-1
Cn1c(=O)[nH]c(=O)c2c1nc(Br)n2Cc1ccccc1Cl	i	i	i	i	-9	i	i	-1	i	i	x
O=C(NCCSc1c(-c2ccccc2)[nH]c2ccccc12)c1cc2ccccc2oc1=O	i	i	i	i	-22	i	i	-1	i	i	-1
O=C(Nc1c(Cl)cc(Cl)cc1-c1nc2ccccc2s1)c1ccc(Br)o1	i	i	i	i	-19	i	i	-2	i	i	-2
Cc1cc(C)c2nc(-c3ccccn3)cc(C(=O)Nc3ccc(S(=O)(=O)Nc4cc(C)on4)cc3)c2c1	i	i	i	i	-15	i	i	5	i	i	14

A draw from above in order of heavy-atom count, largest number first.
SMILES	TRPC4 inh	PolyA inhibitor	KCNK3 block	TRPC4 potent	hERG protect	KCNK9 inh	KCNQ1 pot	Platelet DG rel	TRPC4 agonist	KCNQ1 inh	Dyrk1A ADPGlo
O=C(NCCSc1c(-c2ccccc2)[nH]c2ccccc12)c1cc2ccccc2oc1=O	i	i	i	i	-22	i	i	-1	i	i	-1
COCCCn1cnc2c(c1=O)c1nc3ccccc3nc1n2-c1ccc(C)cc1	i	i	i	i	-6	i	i	16	i	i	5
CCN(Cc1ccncc1)C(=O)C1CCC(=O)N(Cc2ccc(Cl)cc2)C1 (stereo not given)	i	i	i	i	-8	i	i	1	i	i	-12
Cc1c(O)ccc2c3c(c(=O)oc12)CCC(C)C3 (stereo not given)	i	i	i	i	-1	i	i	-1	i	i	15

(cont.)
SMILES	TRPC4 inh	PolyA inhibitor	KCNK3 block	TRPC4 potent	hERG protect	KCNK9 inh	KCNQ1 pot	Platelet DG rel	TRPC4 agonist	KCNQ1 inh	Dyrk1A ADPGlo
CNC(=O)c1ccc(NC(=O)C2CCN(c3ncnc4sc(C)c(C)c34)CC2)cc1	i	i	i	i	0	i	i	-13	i	i	-2
CCOc1ccc(C)cc1S(=O)(=O)n1ccnc1	i	i	i	i	-7	i	i	-7	i	i	-3
CCN(CC)CCN1C(=O)C2C(C(=O)Nc3ccc(Br)cc3)C3C=CC2(O3)C1C(=O)NC1CCCCC1 (stereo not given)	i	i	i	i	-9	i	i	-1	i	i	7
Cc1cccc2sc(NC(=O)c3cccc(S(=O)(=O)N4CCc5ccccc54)c3)nc12	i	i	i	i	-7	i	i	-8	i	i	-4

Screening data: PubChem BioAssay, several laboratories
